Assay outcomes: PubChem, several laboratories
PPC-1+TRAIL kill: compounds killing PPC-1 cancer cells with TRAIL present (potentiator screen, no TRAIL-free arm) | PPC-1 cells + TRAIL, ATPLite viability luminescence | cell killing (% activity), % at 4 µM | actives 0.41% (n = 220,000);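 active means cell killing above 50% in the first pass at 4 µM, then a duplicate retest at 5 µM averaging 50% or more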;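 further: plate controls were cells with TRAIL plus DMSO for no effect and medium-only wells lacking cells for full effect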
p97 ATPase inh: inhibitors of human p97 ATPase | actives 0.42% (n = 220,000) | inhibition, % at 8 µM | recombinant p97 ATPase, Kinase-Glo ATP luminescence, 3 h | P55072; in the data active means inhibition above about 15%;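 further: 0% = DMSO vehicle and 100% = wells lacking enzyme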
Ba/F3 V617F tox: reduce viability of Ba/F3 cells dependent on JAK2V617F | Ba/F3 EpoR-JAK2V617F viability, ATP luminescence | inhibition, % at 5.6 µM | actives 1.1% (n = 220,000) | AID 1446;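 active means inhibition above the campaign mean plus 3 SD over all tested compounds, cut at about 24% in these data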;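 further: cytokine-independent growth of Ba/F3 cells driven by EpoR plus mutant JAK2; 0% = DMSO-treated cells and 100% = JAK inhibitor I control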
TbHK1 inh: T. brucei hexokinase 1 inhibition | recombinant TbHK1, G6PDH-coupled NADH A340 | inhibition, % at 10 µM | actives 0.11% (n = 220,000) | AID 1430;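 active means inhibition of 50% or more in the single-dose primary screen; inactive means inhibition below 50%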
BaF3 parental: reduces parental Ba/F3 cell viability, JAK2V617F counter-screen; CellTiter-Glo ATP luminescence; inhibition, % at 5.6 µM; actives 1.1% (n = 220,000); AID 1486;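 active means inhibition above a per-campaign cutoff, the mean inhibition of all tested compounds plus 3 SD, cut at about 27% in these data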;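 further: 0% = DMSO wells and 100% = JAK Inhibitor I control wells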
RBBP9 inh: blocks human serine hydrolase RBBP9; O75884; actives 0.2% (n = 220,000); inhibition, % at 7.94 µM; recombinant RBBP9, FP-Rh probe fluorescence polarization; AID 1515;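 active means inhibition above the campaign mean of all tested compounds plus 3 SD, cut at about 14% in these data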;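 further: plate controls were DMSO wells with RBBP9 for no effect and wells lacking RBBP9 protein for full effect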
Target sequence (O75884 whole entry, looked up): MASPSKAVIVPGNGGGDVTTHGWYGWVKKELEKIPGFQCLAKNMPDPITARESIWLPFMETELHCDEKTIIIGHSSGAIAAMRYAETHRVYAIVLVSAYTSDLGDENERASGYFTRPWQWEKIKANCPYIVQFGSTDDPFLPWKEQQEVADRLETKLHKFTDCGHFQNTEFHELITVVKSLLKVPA
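Controls: DMSO-treated enzyme wells and wells lacking RBBP9 | Material: RBBP9 protein | Technique: Fluorescence polarization | Replication: Single well per compound, no replicates | Buffer or medium: Tris-NaCl-Pluronic buffer, pH 8.0 | Timing: 30 min compound preincubation, 45 min probe labeling, 25 °C | Read-out basis: Percent inhibition from mP, scaled between DMSO and no-protein wells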
EP2 antag: EP2 receptor (human) inhibition | P43116 | C6 glioma cells expressing human EP2, cAMP TR-FRET; cells stimulated with saturating PGE2 | inhibition, % at 25 µM | actives 0.52% (n = 260,000) | AID 1422;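 active means percent inhibition above 40 after rounding to a whole number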;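 further: rat C6 glioma host cells with rolipram phosphodiesterase inhibitor present; the protocol text gives 20 µM as final concentration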
Target sequence (P43116 whole entry, looked up): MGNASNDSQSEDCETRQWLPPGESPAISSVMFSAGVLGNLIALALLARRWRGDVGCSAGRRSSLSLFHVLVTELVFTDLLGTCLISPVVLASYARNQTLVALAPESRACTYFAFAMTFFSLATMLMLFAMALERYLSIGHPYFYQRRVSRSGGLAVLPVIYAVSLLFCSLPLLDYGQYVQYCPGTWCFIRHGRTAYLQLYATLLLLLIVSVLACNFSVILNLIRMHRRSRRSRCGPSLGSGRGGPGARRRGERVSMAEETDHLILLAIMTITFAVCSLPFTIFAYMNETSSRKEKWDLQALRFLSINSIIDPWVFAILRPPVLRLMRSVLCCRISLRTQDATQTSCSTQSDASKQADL
Furin inhibitor: inhibitors of human furin. P09958. purified furin, fluorogenic substrate cleavage. inhibition, % at 30 µM. actives 0.061% (n = 220,000); in the data active means inhibition above about 25%; further: inactives centre near -15
p47phox inh: blocks human p47phox regulatory protein of NADPH oxidases | p47phox/p22phox peptide binding, fluorescence polarization, 2 h | inhibition, % at 24.7 µM | actives 0.53% (n = 220,000);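 active means inhibition above about 30%, limit read from the data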;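 further: 0% = p47phox with labelled peptide and 100% = labelled peptide alone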
Target sequence (P14598 whole entry, looked up): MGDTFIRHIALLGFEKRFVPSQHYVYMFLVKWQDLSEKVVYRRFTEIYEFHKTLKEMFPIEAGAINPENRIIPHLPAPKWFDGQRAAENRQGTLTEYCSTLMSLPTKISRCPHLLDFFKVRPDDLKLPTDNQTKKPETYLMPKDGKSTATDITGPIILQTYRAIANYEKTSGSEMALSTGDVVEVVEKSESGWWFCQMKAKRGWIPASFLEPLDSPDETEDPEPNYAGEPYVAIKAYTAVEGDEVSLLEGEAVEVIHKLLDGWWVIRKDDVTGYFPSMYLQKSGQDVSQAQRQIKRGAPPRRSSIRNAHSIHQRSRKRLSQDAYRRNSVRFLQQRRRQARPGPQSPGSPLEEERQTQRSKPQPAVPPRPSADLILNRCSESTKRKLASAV
An asterisk follows results filed as active; x = no result given; & = joins results of further samples; [ ] = remark or other dose.

SMILES	PPC-1+TRAIL kill	p97 ATPase inh	Ba/F3 V617F tox	TbHK1 inh	BaF3 parental	RBBP9 inh	EP2 antag	Furin inhibitor	p47phox inh
COc1cccc(OC)c1C(=O)Nc1c(C)n(C)n(-c2ccccc2)c1=O	-8	6	0	4	0	0	15	-18	-1
CCOc1ccccc1Nc1nnc(SCC(=O)Nc2cccc(S(=O)(=O)NC3=NCCCCC3)c2)s1	31	3	-3	4	5	-1	9	-9	-11
COc1ccc(/C=C(\C#N)C(=O)NCc2cccs2)cc1OC	17	3	-4	-20	5	-10	10	-9	-3
CC(C)CC(=O)NC(=S)Nc1ccccc1N1CCCC1	-6	-6	5	3	1	-13	3	-1	-2
COc1ccc(-c2cc(C(=O)Nc3ccc(O)cc3)c3ccccc3n2)cc1OC	21	-3	1	-1	2	-6	8	-1	-9
CCO[C@@H]1OC(C(=O)NCc2ccccc2)=C[C@H](c2ccc3c(c2)OCO3)[C@H]1CCCO	16	3	-2	-4	0	-4	10	-25	0
COc1ccc(C(=O)Cc2cc(OC)c(OC)cc2[N+](=O)[O-])cc1	7	0	-1	0	-4	-5	21	-26[20 µM]	-4
CCCCn1c(-c2ccco2)nc2oc3ccccc3c(=O)c2c1=O	15	6	-5	-80	5	5	9	13	-13
Cc1ccc(Cn2ccc(=O)c(OCc3c(Cl)cccc3Cl)c2C)cc1	-3	-7	3	2	10	-11	8	-13[20 µM]	-62
C=CCNC(=S)NNC(=O)c1csc(C)c1CC	4	4	-4	-4	5	-6	7	-18[20 µM]	-8
C=CCn1c(C)nnc1SCC(=O)N1CCN(S(=O)(=O)c2ccccc2)CC1	3	-4	2	-1	4	-5	2	-5	-4
CCOC(=O)CC(c1ccc(N)cc1)n1c(C)ccc1C (stereo unspecified)	5	2	2	-7	1	-2	5	-11	-4
COc1ccc(C2/C=C\CN(C(=O)NC(C)C)CC(=O)N2Cc2ccc(F)cc2)cc1 (stereo unspecified)	17	x	x	1	x	x	-1	-27	-1
CCN(CC)CCCN1C(=O)C(O)=C(C(=O)c2cccs2)C1c1ccccn1 (stereo unspecified)	x	4	-3	-10	0	3	x	-10[20 µM]	x
COC1=Cc2c(ccc3ccc(=O)oc23)OC1(C)C	11	0	3	-19	6	4	3	-2	-3
O=C(NCC12CC3CC(CC(C3)C1)C2)c1nc2ncccn2n1	-4	-5	3	5	7	-9	4	1	-15
CCCOC(=O)/C(=C\c1ccc([N+](=O)[O-])o1)NC(=O)c1ccccc1	12	0	-3	-20	2	-10	14	-6[20 µM]	-12
CCN(CC)CCNS(=O)(=O)c1ccc(C(=O)NN)cc1	0	0	2	-5	3	-10	3	-26	-9
CC(C)OC(=O)NCCOC(=O)Nc1ccc(Cl)c(Cl)c1	21	-8	0	2	4	-6	15	-8[20 µM]	-4
Cc1nnc(SCc2ccccn2)n(N)c1=O	14	4	0	-2	4	-4	6	-17	-5

Among those listed so far, 2 contain a Cl atom.
SMILES	PPC-1+TRAIL kill	p97 ATPase inh	Ba/F3 V617F tox	TbHK1 inh	BaF3 parental	RBBP9 inh	EP2 antag	Furin inhibitor	p47phox inh
Cc1ccc(Cn2ccc(=O)c(OCc3c(Cl)cccc3Cl)c2C)cc1	-3	-7	3	2	10	-11	8	-13[20 µM]	-62
CC(C)OC(=O)NCCOC(=O)Nc1ccc(Cl)c(Cl)c1	21	-8	0	2	4	-6	15	-8[20 µM]	-4

Entries listed so far containing an aryl thioether with sulfur outside any ring, in the order listed:
SMILES	PPC-1+TRAIL kill	p97 ATPase inh	Ba/F3 V617F tox	TbHK1 inh	BaF3 parental	RBBP9 inh	EP2 antag	Furin inhibitor	p47phox inh
CCOc1ccccc1Nc1nnc(SCC(=O)Nc2cccc(S(=O)(=O)NC3=NCCCCC3)c2)s1	31	3	-3	4	5	-1	9	-9	-11
C=CCn1c(C)nnc1SCC(=O)N1CCN(S(=O)(=O)c2ccccc2)CC1	3	-4	2	-1	4	-5	2	-5	-4
Cc1nnc(SCc2ccccn2)n(N)c1=O	14	4	0	-2	4	-4	6	-17	-5

Following part
SMILES	PPC-1+TRAIL kill	p97 ATPase inh	Ba/F3 V617F tox	TbHK1 inh	BaF3 parental	RBBP9 inh	EP2 antag	Furin inhibitor	p47phox inh
CCCN1C(=O)/C(=C/c2cc(C)n(C)c2C)SC1=Nc1ccc(OC)cc1	-16	2	1	-9	1	-1	10	-12[20 µM]	-16
O=C(COC(=O)c1ccc(Cl)nc1)NCc1ccc2c(c1)OCO2	-3	5	-1	9	4	-10	6	-15	-7
COc1ccc(Cl)cc1NC(=O)c1nc2nc(C)cc(C(F)F)n2n1	19	-8	0	-7	8	-5	8&4	-32	-15
C=CCn1c(N/N=C/c2ccc(O)cc2)nc2ccccc2c1=O	27[5 µM]	-4	4	-24	5	5	25	-25	-17
CN1/C(=C\C=O)C(C)(C)c2ccccc21	11	-2	39*	-50	49*	-10	6	-10	-147
O=C1OCC2=C1C(c1ccc(F)cc1)c1cc3c(cc1N2)OCO3 (stereo unspecified)	-14	-5	59*	-20	16	-9	5	-24	-2
CC(Sc1nc(-c2ccccc2)cc(C(F)(F)F)n1)C(=O)N1CCC(C(N)=O)CC1 (stereo unspecified)	27	-5	0	-8	5	-6	17	-10[20 µM]	-10
COC(=O)c1ccc(CN(Cc2ccc(C(=O)OC)o2)C(C)(C)C)o1	-4	5	-3	-5	5	-1	x	-8	-1
Cc1cc(-c2nn(-c3ccccc3F)cc2CNCCc2cnc[nH]2)c(C)s1	6	1	1	-8	8	-4	2	-26	5
O=C(O)C1CC=CCC1C(=O)N1CCN(c2nc(-c3ccccc3)c3ccccc3n2)CC1 (stereo unspecified)	8	2	2	-10	4	-3	x	-30	-18
CCC(=O)N1CCN(c2ccc(NC(=O)c3ccc(C#N)cc3F)cc2Cl)CC1	17	2	-2	-3	7	0	10	-21	3
COCC(C)Nc1nc(C)c(C(C)=O)s1 (stereo unspecified)	9	2	0	-21	7	7	3	-11	-19
COC(=O)c1cc(C(=O)OC)n(Cc2ccc(C)cc2)c1C	8	-7	6	16	7	-7	0	-2	-17
CC1(C)N=C(N)N=C(N)N1c1ccc(OCCCOc2ccccc2)c(Cl)c1	41	3	97*	20	102*	0	9	-27	-4
CC1Cc2ccccc2N1C1=CC(=O)CCC1 (stereo unspecified)	16	6	54*	-53	66*	-4	11	-8	-5
O=C(NCC(=O)N(Cc1ccco1)C(C(=O)NC1CCCCC1)c1cccnc1)c1ccco1 (stereo unspecified)	-4	-3	-2	-1	2	-5	13	-30	1
CCCOc1ccc(C(=O)NCc2cccnc2)cc1	0	-1	4	-2	4	1	7&9	-11	-2
COc1cc(C(=O)N2CCC(NC(=O)C(Cc3ccccc3)NC(C)=O)CC2)cc(OC)c1OC (stereo unspecified)	3	1	-1	-4	3	-6	9	-10	-5
CCC(C)[C@H](NC(=O)Nc1cccc(Br)c1)C(=O)OC (stereo partly specified)	22	-1	1	3	4	-3	1	-31	-106
CC(C)NC(=O)CSc1nnc(-c2ccc(C(C)(C)C)cc2)n1C	-24	5	4	0	7	-1	10	-18[20 µM]	-5
Cn1cnc([N+](=O)[O-])c1Cl	4	7	-3	-19	-7	-4	11	-14	-2
COc1ccc(OC)c(Nc2nc(-c3sc(N)nc3C)cs2)c1	3	10	-2	-10	1	9	19	6[20 µM]	-18
O=C(/C=C/c1cccc([N+](=O)[O-])c1)N1CCN(c2ccc(F)cc2)CC1	2	4	-2	-1	6	-1	9	-28	2
CCN1CCN(c2cc(C(C)C)nc3c(-c4ccccc4)c(C)nn23)CC1	29	1	-1	-31	6	0	6	-6	-11
CCC(C)c1ccc(NC(=S)NCc2ccccc2OC)cc1 (stereo unspecified)	12	2	0	16	6	3	3	6	3
O=C(Nc1cccc(NC(=O)c2ccc3c(c2)OCO3)c1)c1ccccc1	9	2	-2	-3	2	-9	6	-21	-1
O=C(Nc1cccc(NC(=O)C2CC3CCCC(C2)C3=O)n1)C1CC2CCCC(C1)C2=O (stereo unspecified)	10	-8	2	-2	3	-7	6	4[20 µM]	-15
CN(Cc1ccccc1)c1oc(-c2ccco2)nc1C#N	15	4	2	-11	4	-4	4	-25	-6
O=C(N[C@@H](Cc1ccc(O)cc1)C(=O)O)c1ccc(C(F)(F)F)cc1	0	2	-2	0	5	-15	12	-15	-7
NS(=O)(=O)c1cccc(NC(=O)c2cc3ccccc3o2)c1	35[5 µM]	-3	-1	1	-5	6	17	-24	-11
Cc1ccc(NC(=S)N=Nc2c(O)[nH]c3ccccc23)cc1	3	3	2	-5	6	-7	25	-28	0
O=S(=O)(c1ccc(Br)s1)N1CCNCC1	7	8	-4	-2	-5	-1	3	-22	12
O=C(Cn1cnc([N+](=O)[O-])c1)NCc1ccc(F)cc1	-12	2	0	-3	5	-8	13	-13[20 µM]	-3
N#Cc1nc(-c2ccccc2Cl)oc1N1CCCCC1	-3	-2	2	-8	12	5	9	-28	-7
COc1cc2[nH]c(=O)n(CCC(=O)NC3CCN(Cc4ccccc4)CC3)c(=O)c2cc1OC	6	-2	3	-5	9	-3	8	-4	-17
CCOc1ccc(N(C(=O)CNC(=O)c2ccco2)C(C(=O)NC2CCCC2)c2ccncc2)cc1 (stereo unspecified)	8	1	1	-10	3	-3	5	-22	29
CCC1(CC)NC(=O)N(CC(=O)OCC(=O)Nc2ccc(F)c(F)c2F)C1=O	-11	3	-2	5	2	5	0	-26	-2
CC1CC(C)CN(C(=O)CSc2nc3ccsc3c(=O)n2Cc2ccccn2)C1 (stereo unspecified)	-4	-3	1	-10	4	-5	6	-31[20 µM]	4
COC(=O)c1sccc1NC(=O)c1ccc(C)s1	27	-1	0	0	5	-7	6	-12[20 µM]	0
CCOC(=O)C1CN(S(=O)(=O)c2ccc(C)cc2)c2cc(S(=O)(=O)CC)ccc2O1 (stereo unspecified)	3	-4	-3	1	1	0	9	-2	2
CN(C)c1cccc(C(=O)OCC(=O)N2CCc3ccccc3C2)c1	17	0	-3	-2	0	-2	5	-25	-5
CCC(C)NC(=O)CN1C(=O)C(CC)Sc2ccccc21 (stereo unspecified)	28	3	-4	3	3	-3	8	-29	-2
O=C(NCc1cccs1)c1cc(S(=O)(=O)N2CCCCC2)ccc1Cl	24	-4	3	5	4	-2	10&-3	-8[20 µM]	-6
CCOC(=O)c1[nH]c(C)c(CN(C(C)=O)c2ccc(OCC)cc2)c1C	10	-10	8	8	12	-16	14&9	7	2
CN(Cc1ccon1)C(=O)CC1C(=O)NCCN1CC1CCCCC1 (stereo unspecified)	20	-1	4	8	7	-3	4	-11	-7
COc1ccc(NC(=O)NCCCN2CCCCC2C)cc1 (stereo unspecified)	5	5	0	1	3	-3	x	-24	-12
O=C(c1ccc(Cn2cc(Br)cn2)o1)N1N=C(C(F)F)CC1(O)C(F)F (stereo unspecified)	31	-3	6	-2	8	-6	6	-6[20 µM]	-6
O=S(=O)(Nc1ccc2c(c1)OCCO2)c1cccs1	10	-5	2	1	0	-5	5	-17[20 µM]	5
Cc1ccc(C(=O)NCCNC(=O)CN2CCOCC2)cc1	8	-3	-1	12	5	-7	x	-21	-15
O=C(Nc1ccccc1N1CCOCC1)C1CCCCN1S(=O)(=O)c1ccccc1 (stereo unspecified)	0	0	-2	-10	1	-9	0	-17	-1
Cc1cc(C)cc(NC(=O)/C=C/c2ccc([N+](=O)[O-])s2)c1	29	-4	1	-5	50*	-1	10	-2	5
C/C(=N\NC(=O)c1c(Cl)cnn1C)c1cccc(NC(=O)COc2ccccc2)c1	16	-6	2	-9	0	-5	10	-19[20 µM]	-13
Cn1c(-c2ccccc2)cnc1SCC(=O)N1CCCCC1	-4	1	2	-1	5	-3	4	-18[20 µM]	-1

Some of the compounds tested; rates above refer to the full screens.
